TCR activator = Activators of T cell receptors: qHTS campaign; primary human leukocytes, anti-CD3, IL-2 HTRF, 48 h; Potency, µM (highest dose often 9.22 µM), without a hit: top-dose activation of IL-2 secretion, actives largely listed as activators; 330,000 tested, under 10 active; note: % of control where 0% means no effect
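Primary human leukocytes were stimulated with a-CD3 beads plus compounds for 48 hr without co-stimulation; secreted IL-2 was quantified by HTRF using a-IL-2-K (europium cryptate) and a-IL-2-d2, excited at 320nm with acceptor emission read at 665nm.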
PTAP TSG101 blk = qHTS Assay for Iinhibitors of HIV-1 Budding by Blocking the Interaction of PTAP/TSG101. Tumor susceptibility gene 101 protein (Homo sapiens), Q99816. Fluorescence polarization, FITC-PTAP peptide / Tsg101 binding. Potency, µM (titrated, usually from 115 µM), for the others: at the top dose activity change, negative = inhibition, hits mostly inhibitors. 340,000 tested, under 10 active. AID 493005, 2010; active = well fitted inhibition curve with a large enough effect in the main read-out, with a control signal flat, not every such curve was filed as active; inconclusive = small, poorly fitted or top-dose-only effect, or effect the other way, or a change in a side signal; inactive = no such curve, though single readings can be large or run the other way; note: potency is the fitted concentration of half-maximal effect; % of control where 0% means no effect
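Compounds were pin-transferred onto Tsg101 binding domain (10 uM final) in HEPES pH 7.5 buffer, then FITC-PTAP peptide was added at 50 nM final. After 20 min at RT, polarization reported peptide displacement across a qHTS concentration series.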
TRPV1 ag = HTS Assay for Compounds that Act as Agonists of the Vanilloid Receptor 1. Transient receptor potential cation channel subfamily V member 1 (Homo sapiens), Q8NER1. TRPV1-expressing cells, Fluo-8 calcium influx, agonist mode. activation, % at 8.33 µM. 320,000 compounds, 0.19% hits. AID 540275, 2011; in the data active = activation above about 80%; inconclusive = between about 30% and that limit; note: 0% is about no effect
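TRPV1-expressing cells were cultured overnight at 35.5C and loaded with Fluo-8 calcium dye for 40 to 90 min at room temperature. After a 10 s baseline, compound was added and calcium influx was read kinetically for 3 min (ex 480/em 520 nm).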
a7 integrin act = qHTS for Activators of Integrin-Mediated Alleviation for Muscular Dystrophy. alpha7betagal myoblasts, beta-gal FDG fluorescence, 48 h. Potency, µM (highest dose often 38.3 µM), for the others: at the top dose activation, actives largely listed as activators. 350,000 compounds, 0.064% hits. AID 624291, 2012;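 note: potency is the fitted concentration of half-maximal effect; 100% = response of the positive control SU9516; nearly all actives have a fitted effect of over 60% in size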
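Alpha7betagal+/- myoblasts (passage 13) were plated 16-24 hr, then exposed to compounds (1:260 dilution of DMSO stock) for 48 hours at 37C. After MPER lysis, β-galactosidase reporter activity was read as FDG fluorescence (ex 480/em 540) after 30 minutes.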
ELG1 repair inh = qHTS screen for small molecules that inhibit ELG1-dependent DNA repair in human embryonic kidney (HEK293T) cells expressing luciferase-tagged ELG1; HEK293T ELG1-luciferase reporter, luminescence, 16 h; DNA damage induced by 5-fluorouridine; Potency, µM (highest dose often 46.1 µM), for the others: top-dose activity change, negative = inhibition, usual class: inhibitors; 330,000 compounds, 2.3% hits; note: potency is the fitted concentration of half-maximal effect; % is set by controls: 0 for no effect and ±100 for the full control effect; nearly all actives have a fitted effect of over 55% in size
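HEK293T cells expressing luciferase-tagged ELG1 (2,000/well) received 5-Fluorouridine plus compound or DMSO for 16 hr at 37 °C. Luciferase was read by ONE-Glo luminescence after 30 min at room temperature.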
CXXC DNA block = qHTS Fluorescence Polarization Assay for Inhibitors of MLL CXXC domain - DNA interaction | MLL-CXXC / FITC-HOXA9 DNA fluorescence polarization | Histone-lysine N-methyltransferase 2A (Homo sapiens), Q03164 | Potency, µM (titrated, usually from 115 µM), inactives show top-dose activity change, negative = inhibition, hits mostly inhibitors | 290,000 compounds, 0.037% hits | AID 2662, 2010; active = well fitted inhibition curve with a large enough effect in the polarisation, with a control signal flat, not every such curve was filed as active; inconclusive = small, poorly fitted or top-dose-only effect, or effect the other way, or a change in a side signal; inactive = no such curve, though single readings can be large or run the other way; the % refers to the polarisation; note: potency is the fitted concentration of half-maximal effect
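Steps: dispense CXXC domain solution (7 uM) → pin compounds or unlabeled HOX-A9 DNA control → 5 min ambient → add FLSN-HOX-A9 solution (50 nM) → spin → 30 min ambient → fluorescence polarization. Tris pH 7.5/NaCl/DTT/BSA buffer.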
p53 reactivator = qHTS assay for re-activators of p53 using a Luc reporter; H1299 p53-A138V BP100-luciferase reporter, luminescence, 24 h; Potency, µM (top dose mostly 92.2 µM), inactives show at the highest dose activity change, positive = activation, usual class: activators; 320,000 compounds, 0.063% hits; note: potency is the fitted concentration of half-maximal effect; % of control where 0% means no effect; nearly all actives have a fitted effect of over 45% in size
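H1299 (p53-null), stable ts p53-A138V + BP100-Luc; 1000 cells/well, Opti-MEM/10% FBS; cpd 4 pt, 1:5; 24 h, 37 deg C, 5% CO2; detection reagent 10 min RT; luminescence.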
BRCA1 expr act = qHTS Assay to Identify Small Molecule Activators of BRCA1 Expression; MCF7-BRCA1-FFLuc reporter, luminescence, 48 h; response scale: scaled: vehicle 0%, 10 µM genistein 100%; Potency, µM (titrated, usually from 46.1 µM), inactives show at the highest dose activation, actives largely listed as activators; 380,000 compounds, 1.1% hits; AID 624202, 2012; note: potency is the fitted concentration of half-maximal effect; nearly all actives have a fitted effect of over 80% in size; some results filed as inactive show a strong effect at the top dose
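Activators of BRCA1 expression were detected as increased firefly luciferase luminescence in engineered MCF7 cells after 48 h compound incubation. Signals were scaled to genistein 10 microM as full activation.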
B2AR arrestin = qHTS assay of beta-arrestin-biased ligands of beta2-adrenergic receptor | Potency, µM (highest dose often 46.1 µM), inactives show top-dose activation, hits mostly activators | beta-arrestin recruitment to beta2AR, cell-based reporter | 330,000 compounds, 0.02% hits | Beta-2 adrenergic receptor (Homo sapiens), P07550;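 note: potency is the fitted concentration of half-maximal effect; 0% = DMSO controls and full agonism = EC100 isoproterenol or metaproterenol; nearly all actives have a fitted effect of over 65% in size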
AT treatment = qHTS Assay for Identifying a Potential Treatment of Ataxia-Telangiectasia; AID 485349, 2010; 320,000 compounds, 0.19% hits; Potency, µM (highest dose often 57.5 µM), for inactives: at the top dose activation, hits mostly activators; […] A-T fibroblasts, KAP-1 phosphorylation AlphaLISA; neocarzinostatin DNA damage 30 min before lysis; note: potency is the fitted concentration of half-maximal effect; % of control where 0% means no effect; nearly all actives have a fitted effect of over 45% in size
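ATM-like activity read as KAP-1 phosphorylation via AlphaLISA donor/acceptor antibody pairs after lysis and 6 hr at 25C. Cells were ATM-null patient fibroblasts ([…], hTERT), dosed 60 min, then exposed to the DSB inducer NCS for 30 min.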
Starred values were filed as active, the others as inactive; ? = inconclusive; nt = not tested or not shown; [ ] = another dose, or the depositor's remark. Unless noted, calls come from the whole dose curve; as a rule, active = well fitted curve in the direction sought with a large enough effect; inconclusive = small, poorly fitted or top-dose-only effect, or another doubt; inactive = no such curve, though single readings can be large; an effect the other way counts as inactive or inconclusive.

SMILES	TCR activator	PTAP TSG101 blk	TRPV1 ag	a7 integrin act	ELG1 repair inh	CXXC DNA block	p53 reactivator	BRCA1 expr act	B2AR arrestin	AT treatment
CCOC(=O)C1=C(COC(=O)[C@@H](NC(=O)c2cccc(C)c2)C(C)C)NC(=O)NC1C (stereo partly specified)	-4.5%[46.1 µM]	-3.1%	nt	-10.1%	?	nt	0.6%	-7.1%	0.3%	13.8%
Fc1ccc(C2CCCN2Cc2nc(CC3CC3)no2)cc1 (stereo unspecified)	2.7%	-1.4%	5.1	-12.4%	-6.5%	-2.5%	2.3%	5.3%	0.5%	-0.8%
CCN(CC)CCN1C(=O)C2C(C(=O)Nc3cc(C)cc(C)c3)C3C=CC2(O3)C1C(=O)NC1CCCCC1 (stereo unspecified)	-2.3%	1.0%	-1.4	-49.4%[inhibitor]	?	12.3%	-2.2%	15.0%	-0.9%	0.0%
CC1(C)Cc2ccccc2C(=NCC(=O)O)N1	-1.7%	-0.9%	2.3	27.5%	0.2%	-4.5%	-2.2%	7.6%	-0.2%	-1.4%
Cc1cc(S(=O)(=O)N(Cc2ccccc2)Cc2ccc(N(C)C)cc2)ccc1-n1cnnn1	2.2%[46.1 µM]	-3.8%	?	-14.7%	-12.4%	-2.6%	-8.5%	-33.1%	-0.7%	0.9%
Cc1nnc(N(C)C(=O)c2cccnc2)s1	-19.3%	-5.6%	6.0	12.6%	-1.2%	-2.8%	-7.6%	-21.5%	-0.3%	4.5%
Cc1ccc(NC(=O)NCC2CC2(Cl)Cl)cc1 (stereo unspecified)	1.2%	-0.4%	?	-6.4%	?	7.1%	?	102.9%	0.0%	4.1%
CCn1c(=NC(=O)CS(=O)(=O)c2ccccc2)sc2cccc(OC)c21	2.0%	-1.7%	6.5	-38.2%[inhibitor]	?	nt	3.0%	-31.6%	0.3%	1.8%
O=C(NCC1CCCO1)Nc1cccc(Cl)c1 (stereo unspecified)	-3.8%	-0.7%	2.1	22.4%	?	-0.4%	29.4%	61.8%	0.2%	11.2%
Cc1csc(SCC(=O)Nc2ccc3[nH]c(=O)[nH]c3c2)n1	-5.7%	1.4%	nt	-8.0%	10.2%	nt	1.6%	-4.9%	-0.5%	3.1%
COc1ccc([N+](=O)[O-])cc1NC(=O)c1ccccc1N(C)S(C)(=O)=O	3.3%	-5.7%	7.7	-31.7%	12.2%	1.8%	-0.9%	-4.5%	-0.3%	4.2%
COC(=O)C1=C(C(=O)OC)[C@@H]2N(C)c3ccccc3[C@@]23C[C@@H](CO)N(C(=O)c2cccs2)C3=N1	2.4%	-2.0%	nt	22.3%	nt	nt	nt	2.6%	nt	nt
Cc1cc2nnc(SCC(=O)NCc3cccs3)n2c(N)n1	5.8%	-2.3%	1.3	18.5%	-13.9%	-8.5%	1.4%	7.5%	-0.3%	3.0%
CC(C)c1onc(C(=O)N2CCCCCC2)c1[N+](=O)[O-]	-0.7%	6.2%	3.8	-19.4%	-5.8%	6.1%	-8.5%	1.8%	-0.3%	-1.8%
CC(=O)N(Cc1ccc2c(c1)OCO2)C1CC(=O)N(CCc2ccccc2)C1=O (stereo unspecified)	-0.2%	-1.8%	-1.9	0.0%	-6.8%	-9.3%	0.7%	-1.2%	0.4%	10.9%
COc1ccccc1NC(=O)CCCCCN1C(=O)c2cccc3cccc(c23)C1=O	nt	1.6%	1.3	-19.7%	?	4.7%	nt	27.2%	-0.9%	7.8%
CC(C)COc1ccc(CNC(=S)Nc2ccccc2)cc1Cl	14.6%	1.5%	?	22.0%	-26.8%	?	7.3%	-87.3%	0.8%	-4.5%
O=C(NN=C1CCCC1)c1ccccc1O	nt	-1.0%	18.8	-34.4%	7.5%	-3.1%	24.8%	-38.5%	-0.4%	6.6%
Cc1c(N(C(=O)c2cc(=O)[nH]c3ccccc23)C(C)C)c(=O)n(-c2ccccc2)n1C	nt	-0.6%	-0.1	7.6%	-3.0%	0.9%	-5.9%	-8.3%	-0.1%	0.9%
COc1cc([N+](=O)[O-])ccc1N1C(=O)CC(Sc2nccc(C)n2)C1=O (stereo unspecified)	nt	-3.0%	0.2	4.6%	-6.0%	-2.5%	8.7%	-2.0%	0.3%	-2.8%
Cc1ccccc1COc1ccc2oc(C)c(C(=O)O)c2c1	-1.8%	0.6%	-2.4	3.6%	3.9%	8.3%	-4.6%	2.5%	0.9%	4.1%
COc1ccc(CNC(=O)C2CCCN2)cc1OC (stereo unspecified)	-1.4%	-1.5%	0.5	-12.2%	?	-3.0%	-1.3%	10.7%	0.4%	3.8%
S=C(NCCN1CCOCC1)Nc1ccc(Cl)c(Cl)c1	-0.9%	2.1%	?	-30.6%	-4.3%	2.1%	7.3%	50.3%	-0.3%	-0.3%
Cc1cccc(C)c1NC(=O)CN(C)C(=O)CC1Sc2ccccc2NC1=O (stereo unspecified)	1.7%	-1.1%	2.5	15.9%	27.9%	nt	3.8%	-29.3%	-0.5%	-2.8%
O=C(NCCc1ccc(C(F)(F)F)cc1)c1ccc(Cl)nc1	-5.0%	-3.5%	?	0.0%	14.5%	5.8%	-2.9%	-1.6%	-1.1%	-2.7%

Continuation.
SMILES	TCR activator	PTAP TSG101 blk	TRPV1 ag	a7 integrin act	ELG1 repair inh	CXXC DNA block	p53 reactivator	BRCA1 expr act	B2AR arrestin	AT treatment
CCOC(=O)C1CCCN(S(=O)(=O)c2cc(OCC(N)=O)c(C)cc2Cl)C1 (stereo unspecified)	-1.3%	-4.9%	8.5	-18.2%	-20.8%	1.6%	-12.3%	-1.1%	-0.2%	-3.7%
Cc1cccc(C)c1NS(=O)(=O)c1ccc(NC(=O)c2ccc(Cl)c([N+](=O)[O-])c2)cc1	-0.8%[46.1 µM]	-2.5%	-3.2	-11.3%	?	-5.9%	-12.6%	-91.9%	-0.8%	-4.5%
CC1(C)CC(N2CCOCC2)=CC(=[N+]2CCOCC2)C1	-2.7%	-4.1%	0.5	9.1%	5.0%	-12.0%	-1.5%	0.0%	0.1%	11.2%
CC(=O)Nc1c(O)nc(SCC(=O)Nc2sc3c(c2C#N)CCCCCC3)[nH]c1=O	6.3%	-6.9%	0.7	19.5%[7.66 µM]	0.0%	-10.5%	-4.7%	-17.3%	0.1%	0.7%
Cc1ccc(C(=O)OCC(=O)NCc2ccc(F)cc2)o1	0.0%	2.6%	8.8	22.8%	nt	nt	-9.4%	-0.5%	-0.2%	-7.3%
COc1ccccc1N1CCN(CCCCN2C(=O)C3CCCCN3C2=O)CC1 (stereo unspecified)	-49.2%	-5.6%	-1.1	0.6%	-25.5%	-6.2%	9.4%	-8.2%	-0.7%	0.2%
Cc1ccc(N/C=C/C(=O)c2cccs2)cc1	12.4%	-1.7%	?	-21.6%	?	15.4%	-6.9%	?	0.3%	6.1%
CCS(=O)(=O)c1nc(S(=O)(=O)c2ccc(C)cc2)c(NCCCN2CCCC2=O)s1	3.5%	-2.1%	-6.7	?	27.9%	-2.9%	-10.6%	8.8%	-1.1%	5.0%
COc1ccc(CN2C(=O)c3cccnc3C2=O)cc1S(=O)(=O)N1CC(C)Oc2ccccc21 (stereo unspecified)	-3.9%	0.1%	-0.2	8.7%	-17.6%	18.2%	-6.3%	3.1%	-0.1%	0.4%
Cc1ccc(O)c(-c2cc(-c3ccccc3F)[nH]n2)c1	6.7%	-2.9%	5.7	-23.9%	?	19.6%	?	-40.6%	-0.4%	6.3%
COc1cccc2c(=O)n(CC(=O)NC3CCCC3)ccc12	-1.3%	-2.3%	-2.0	0.0%	?	0.2%	2.5%	0.0%	0.0%	1.3%
Cc1cc(C(=O)OC2CCOC2=O)c2ccccc2n1 (stereo unspecified)	-5.3%	-10.4%	?	-4.7%	?	-1.3%	-2.3%	17.6%	0.3%	2.8%
O=c1oc(CCCO)cc2ccc(C#CC3(O)CCCCC3)cc12	-2.6%	-2.3%	?	8.9%	?	nt	3.8%	30.4%	-0.1%	12.5%

As entered above.
COc1cccc2c(=O)n(CC(=O)NC3CCCC3)ccc12 @ B2AR arrestin = 0.0%
Cc1ccc(O)c(-c2cc(-c3ccccc3F)[nH]n2)c1 @ a7 integrin act = -23.9%

High-throughput results deposited in PubChem by National Center for Advancing Translational Sciences (NCATS).

No enrichment for hits; 3.8% or so of the library scored in one or more.
